K1F lysis inhibition: inhibition of K1F phage lysis, E. coli UTI89, bacterial capsule biogenesis inhibitors, alamar blue (AID 488966); hit rate 0.02% among 340,000; one-dose inhibition, % at 100 µM; IC50 in µM for titrated hits; E. coli UTI89 K1F phage lysis, alamar blue, 2 h; higher % means a stronger effect;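 active = phage lysis inhibition, versus mean bacterial control, above a set limit; inconclusive = no clear call, values can overlap the other calls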;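 note: capsule biogenesis inhibitors block K1F phage lysis so surviving cells raise fluorescence; higher fluorescence means more inhibition of phage lysis; actives were called in the ten point dose series up to 300 µM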
PhoP inhibition: inhibitors of PhoP regulon expression, primary screen, Salmonella Typhimurium, GFP reporter (AID 1863). inhibition, % at 50 µM, or IC50 in µM where a hit was titrated. S. Typhimurium PhoP-regulated promoter GFP reporter, 4 h; higher % means a stronger effect. hit rate 0.16% among 300,000;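 active = inhibition over 29.93%, a cutoff 3 SD above the screen mean, later confirmed by dose response; inconclusive = inhibition over 29.93% but no dose response follow-up; inactive = inhibition at most 29.93% or unconfirmed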;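 note: 0% = low Mg2+ inducing control and 100% = high Mg2+ repressing control; strong numbers were not always called active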
NTR1 agonist: agonists of NTR1, primary screen, imaging, U2OS cells, beta-arrestin-GFP, high content (AID 493036); Neurotensin receptor type 1 (Homo sapiens), P30989; NTR1-U2OS beta-arrestin-GFP spot imaging, agonist mode; activation, % at 20 µM; hit rate 0.17% among 330,000;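 active = activation at or above 40% of the spot to cytoplasm intensity ratio, with at least 20 cells analyzed; inconclusive = wells under 20 cells, flagged as cytotoxic or low count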;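 note: 0% = DMSO without peptide and 100% = 100 nM NTR1 peptide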
Target sequence (P30989 whole entry, looked up): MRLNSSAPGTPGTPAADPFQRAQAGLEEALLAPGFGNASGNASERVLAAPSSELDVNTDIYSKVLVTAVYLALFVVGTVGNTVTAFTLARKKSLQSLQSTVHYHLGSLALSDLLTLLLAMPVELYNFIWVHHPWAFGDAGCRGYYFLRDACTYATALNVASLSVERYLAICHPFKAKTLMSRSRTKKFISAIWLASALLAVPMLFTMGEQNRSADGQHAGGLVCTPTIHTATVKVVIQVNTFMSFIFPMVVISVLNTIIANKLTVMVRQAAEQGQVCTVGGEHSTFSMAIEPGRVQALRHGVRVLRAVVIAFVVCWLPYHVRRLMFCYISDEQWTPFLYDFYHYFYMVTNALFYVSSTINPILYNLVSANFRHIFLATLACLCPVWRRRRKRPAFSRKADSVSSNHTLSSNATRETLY
SV40 large T antigen: SV40 large T antigen inhibitors, biochemical (AID 1903); SV40 large T antigen ATPase/helicase inhibition assay; higher % means a stronger effect; inhibition, % at 20 µM, or IC50 in µM where a hit was titrated; hit rate 0.39% among 310,000; in the data active = a potency from the dose series; inconclusive = inhibition mostly from about 32% at the one dose, without a potency; inactive = the rest, 99 in 100 with inhibition below about 32%; note: strong numbers were not always called active
T cell modulator: modulators of CD8 T cell-vesicle binding, primary screen, mouse 2C CD8+ T cells, flow cytometry. 2C CD8+ T cell-vesicle binding; active compounds read low. calls only at 7 µM. hit rate 0.068% among 330,000. AID 2052, 2009;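 active = response, share of CD8 T cells binding vesicles, and their 90th percentile fluorescence all below set limits, cut at about 80% in these data, passing the limit was not always enough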
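Material: 2C TCR transgenic mouse naive CD8+ T cells, MACS-purified. Also added: QL9-charged Drosophila Ld/ICAM-1/B7-1 vesicles. Timing: binding 1.5 h at 37 °C. Measured by: high-throughput flow cytometry with anti-B7-1 and anti-CD8 staining. Read-out: percent CD8+ FL2 mean versus row control. Controls: Unloaded micro-vesicles (low), QL9 vesicles with 0.7% DMSO (high).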
Dengue-2 NS5 capping: Dengue-2 NS5 methyltransferase inhibitors, primary screen, biochemical, confirmation dose response (AID 588689); Dengue-2 NS5 methyltransferase capping enzyme assay, biochemical; higher % means a stronger effect; inhibition, % at 25 µM; hits with a dose series show IC50 in µM; hit rate 0.3% among 340,000; in the data active = a potency from the dose series; inconclusive = inhibition above about 29% without an active follow-up result
MgcRacGAP inhibition: MgcRacGAP GTPase-activating activity inhibitors, confirmation, biochemical, ADP Hunter fluorescence | Rac GTPase-activating protein 1 (Homo sapiens) | MgcRacGAP-stimulated Rac1 GTP hydrolysis, ADP Hunter fluorescence; higher % means a stronger effect; GST-tagged Rac1 F28L mutant substrate | inhibition, % at 30 µM, or IC50 in µM where a hit was titrated | hit rate 0.6% among 340,000;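 active = first-screen hits whose inhibition reached a set limit at any dose in the follow-up dose series; inconclusive = inhibition above the set first-screen limit but never retested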;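 note: fluorescence reports GDP produced by GAP-driven GTP hydrolysis; strong numbers were not always called active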
RSV antiviral HEp-2: RSV antiviral activity via CPE protection, HEp-2 cells, primary 10 µM value included (AID 2391); HEp-2 cells, RSV-induced CPE inhibition; higher % means a stronger effect; CPE inhibition, % at 10 µM; hits with a dose series show IC50 in µM; hit rate 0.13% among 310,000; in the data active = a potency from the dose series; inconclusive = CPE inhibition mostly from about 23% at the one dose, without a potency; inactive = the rest, 99 in 100 with CPE inhibition below about 21%; note: strong numbers were not always called active
West Nile virus CPE: West Nile virus antiviral activity, cell-based, CPE readout (AID 1621); West Nile virus-infected cells, CPE inhibition; higher % means a stronger effect; CPE inhibition, % at 10 µM, or IC50 in µM where a hit was titrated; hit rate 0.02% among 290,000; in the data active = a potency from the dose series; inconclusive = CPE inhibition mostly from about 3.7% at the one dose, without a potency; inactive = the rest, 99 in 100 with CPE inhibition below about 2.2%; note: strong numbers were not always called active
T cell modulator vesicle-bound %: second read-out of T cell modulator, no call of its own (marks repeat the call); double positive events, %; measured here: CD8+ vesicle-bound cell fraction;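 binding gate set so that unloaded-vesicle control wells show 10% double positive cells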
NTR1 agonist cell count 20 µM: second read-out of NTR1 agonist, no call of its own (marks repeat the call); cell count; measured here: cell count, cytotoxicity flag
Dengue-2 NS5 capping pilot replicate: second read-out of Dengue-2 NS5 capping, no call of its own (marks repeat the call); inhibition, %; measured here: pilot screen replicate inhibition
* hit, by the source's call; i = inactive; u = inconclusive; x = no result given; [ ] = dose if it differs, or a comment.

SMILES	K1F lysis inhibition	PhoP inhibition	NTR1 agonist	NTR1 agonist cell count 20 µM	SV40 large T antigen	T cell modulator	T cell modulator vesicle-bound %	Dengue-2 NS5 capping	MgcRacGAP inhibition	RSV antiviral HEp-2	West Nile virus CPE	others
COc1ccc(S(=O)(=O)N2CCN(Cc3c[nH]c4ccccc34)CC2)cc1	-0.5%	-1%	-0.5	41	3%	i	60	-4%	-10%	0.9%	-0.1%
Cc1cc(C)c(S(=O)(=O)N2CCC(C(=O)OCc3c(C)noc3C)CC2)c(C)c1	-0.2%[50 µM]	x	0.5	61	x	i	43	-4%	2%	1.3%	x
Nc1c2c(nc3ccn(-c4ccccc4)c(=O)c13)CCCCC2	1.3%	0%	0.0	44	14%	i	55	0%	14%	-0.1%	-0.2%
CCCCC[C@@H]1C=C(C(=O)O)[C@H](c2ccc(OC)c(OC)c2)N1S(=O)(=O)c1ccc(C)cc1	0.2%	x	-1.3	71	x	i	4	-2%	6%	x	x	Dengue-2 NS5 capping pilot replicate=-5.5
O=C(c1cnc2ccc(Cl)cc2c1Cl)N1CCOCC1	-0.1%	9%	x	x	5%	x	x	0%	5%	x	-0.9%
OC[C@H]1O[C@H](OCc2ccccc2)[C@H](O[C@@H]2OC[C@@H](O)[C@H](O)[C@H]2O)[C@@H](O)[C@@H]1O	1.9%	3%	1.0	93	11%	i	31	-1%	4%	x	x
CCn1c(SCC(=O)Nc2ccc(OC)c(OC)c2)nnc1-c1cccs1	0.5%	-18%	-1.8	53	2%	i	31	0%	0%	0.9%	-1.4%
Cn1c(=O)[nH]c(=O)c2c1nc(N1CCCC1)n2CCCSc1nc2ccccc2o1	-0.3%	3%	1.1	91	7%	i	62	-10%	11%	11%	-0.7%
CCSc1nc(CC)c2c(c1C#N)CCCC2	2.7%	0%	5.8	47	4%	i	29	-3%	-3%	1.5%	-0.1%
COc1ccccc1-c1c(C)nn2c(C)cc(C)nc12	-0.3%	-4%	-1.0	81	-5%	i	40	-6%	0%	0.8%	0.0%
Cc1cccc(NC(=O)CCS(=O)(=O)c2ccc3c(c2)oc(=O)n3C)c1	0.3%	1%	-0.3	58	7%	i	18	0%	8%	3.7%	-0.2%
O=C(NNC(=S)NC1CCCCC1)c1ccccc1Cl	0.2%	6%	3.5	49	8%	i	37	-8%	3%	0.3%	-0.1%
CC(C)OCCCNC(=O)Cn1ccc2cc(S(=O)(=O)N3CCCCCC3)ccc21	-0.4%	-7%	2.0	42	6%	i	27	-1%	2%	4.3%	1.4%
Cc1nn(-c2ccccc2)c(N2CCCC2)c1/C=N/NC(=O)c1cc(-c2ccccc2)nc2ccccc12	2.3%	9%	2.5	52	6%	i	33	-6%	8%	9.2%	0.1%
COc1ccc(-n2c(C)cc(C(=O)CN3CCC(C)CC3)c2C)cc1	0.9%	11%	0.1	34	9%	i	22	-2%	-1%	-0.7%	-0.6%
Cc1ccc(N2C(=O)CC(N3CCN(C4CCc5ccccc5C4)CC3)C2=O)cc1 (stereo not given)	0.1%	4%	-1.5	40	-2%	i	18	3%	0%	x	0.3%
Cn1c(=O)n(C)c2cc(C(=O)c3ccccc3)ccc21	1.8%	4%	-1.2	54	0%	i	29	-4%	3%	-0.6%	1.2%
O=C(CCCn1nnnc1CN1CCOCC1)N1CCC(c2ccccc2F)C1 (stereo not given)	0.8%	x	1.7	61	x	x	x	-3%	15%	x	0.3%
O=C(Cc1cnc2ncnn2c1)N1CCc2c([nH]c3ccccc23)C1c1ccccn1 (stereo not given)	-0.6%	3%	0.0	40	3%	i	60	x	4%	1.9%	0.3%
CS(=O)(=O)c1ccc(Cl)c(C(=O)NCC2CCCCC2)c1	0.3%	-6%	0.7	54	2%	i	59	-5%	5%	1.3%	-0.7%
Cc1ccc(C(=O)NC(=S)NCc2cccnc2)cc1	0.3%	12%	1.3	43	22%	i	57	-5%	-9%	4.7%	0.3%
CCOc1ccc(Nc2ccc([N+](=O)[O-])c3nonc23)cc1	1.1%	15%	4.2	72	18%	i	37	13%	11%	u	-2.6%	Dengue-2 NS5 capping pilot replicate=-3.3
CN1C(C(=O)Nc2ccc(OC(F)(F)F)cc2)=CC(c2ccc3c(c2)OCO3)=NS1(=O)=O	1.4%	-1%	9.2	57	7%	i	24	-4%	8%	0.9%	0.2%
CC(C)(C)n1nnnc1C(c1cccnc1)N(Cc1ccccc1)Cc1cccs1 (stereo not given)	4.1%	2%	5.4	67	11%	i	28	9%	10%	14%	0.7%
CCOC(=O)c1c(-c2ccc(C)cc2)csc1NC(=O)c1ccc(N2C(=O)CCC2=O)cc1	-9.5%	8%	8.5	41	5%	i	44	2%	3%	3.1%	0.4%
N#C/C(=C\c1ccc2c(c1)OCCO2)C(=O)Nc1ccc(C(=O)O)cc1	-0.1%	-2%	-1.3	100	14%	i	58	-3%	8%	-0.6%	0.7%
CCc1ccccc1OCCCCCNCCO	3.3%	-6%	-0.9	54	10%	i	43	-2%	-2%	-1.4%	-0.2%
CC(=O)C(Cc1ccccc1)NC(=O)COC(=O)CCN1C(=O)C2CC=CCC2C1=O (stereo not given)	1.3%[50 µM]	-3%	-0.4	73	14%	i	51	-5%	9%	1.0%	x
Cc1ccc(-n2nc3c(c2NC(=O)C2CC2)CS(=O)(=O)C3)cc1C	0.1%	3%	0.4	60	22%	i	36	-2%	5%	0.7%	-0.3%
Cn1c(SCCc2ccc([N+](=O)[O-])cc2)nccc1=O	0.3%	x	1.7	36	8%	i	50	-3%	6%	1.1%	x
Cc1ccc(-c2nnc(NC(=O)c3ccc([N+](=O)[O-])o3)o2)c(C)c1	-1.4%[50 µM]	-15%	2.0	44	6%	i	46	-3%	13%	8.0%	x
O=C(CSc1ncccn1)NCc1ccc(F)cc1	5.4%	6%	-0.2	74	16%	i	8	-3%	-7%	0.0%	0.7%
COc1cccc2sc(N3CCN(C(=O)c4ccc([N+](=O)[O-])o4)CC3)nc12	-2.8%[50 µM]	5%	0.8	57	7%	i	11	0%	13%	0.7%	x
O=C(Nc1nnc(-c2ccco2)o1)c1ccc([N+](=O)[O-])s1	0.3%	-8%	-2.0	58	22%	i	40	-12%	6%	3.7%	-1.3%
Cn1ncc2c(Nc3ccc(-c4ccccc4)cc3)ncnc21	0.5%	-5%	4.1	43	-1%	i	41	-5%	3%	u	0.9%
O=C(CN1C(=O)c2ccccc2C1=O)N1CCN(S(=O)(=O)c2ccccc2)CC1	-0.9%[50 µM]	-6%	0.3	69	15%	i	11	-5%	12%	0.7%	-0.3%
COc1cc2cnc(-c3ccccc3)c(C(=O)c3ccc(OCc4ccccc4)cc3)c2cc1OC	0.1%	x	1.4	45	x	x	x	-8%	6%	x	x	Dengue-2 NS5 capping pilot replicate=-0.3
CC(OC(=O)Cc1ccc(Cl)cc1)C(=O)NCCC1=CCCCC1 (stereo not given)	i	-5%	-1.6	51	-1%	i	54	-7%	-5%	1.5%	0.3%
CCOC(=O)c1ccc(NC(=O)c2cccnc2)cc1	0.5%	5%	1.3	65	-1%	i	53	1%	10%	2.2%	0.2%	Dengue-2 NS5 capping pilot replicate=1.8
COc1ccccc1OCC(=O)N1CCN(c2ccccc2OC)CC1	0.2%	-10%	1.4	58	2%	i	11	-9%	8%	0.5%	-0.4%
CN(C(=O)c1cccc(C#N)c1)c1nnc(C2CCCO2)s1 (stereo not given)	0.8%	6%	-1.8	101	-4%	i	31	2%	8%	1.7%	1.5%
COc1ccc(-n2nc(C(C)=O)c(=O)[nH]c2=O)cc1	-0.9%	-10%	-0.7	45	10%	i	48	-7%	7%	0.8%	-0.5%
Cc1cc(/C=C(\C#N)C(=O)NC2CCCCCC2)c(C)n1C	2.6%	3%	2.8	49	28%	i	38	-1%	-7%	2.2%	-0.6%
CCCCOc1ccc(C2(C)NC(=O)N(C)C2=O)cc1 (stereo not given)	-1.1%	2%	0.7	60	11%	i	60	5%	21%	9.1%	-0.9%
CC(C)CC(=O)N1CCN(S(=O)(=O)c2ccc(F)cc2)CC1	-1.0%	-6%	-1.0	56	1%	i	18	-2%	5%	-0.5%	-0.9%
CCN(CC(=O)Nc1c(F)cccc1F)C(=O)c1cccnc1Sc1ccccc1	-0.3%[50 µM]	10%	-0.5	60	12%	i	26	-4%	-3%	-0.4%	x
COCCNC(=O)CN(C(=O)Cn1nnc2ccccc21)c1ccccc1	1.6%	9%	0.0	62	13%	i	40	3%	6%	2.1%	0.4%
O=C(Nc1nn[nH]n1)c1cccc(Oc2ccccc2)c1	-0.9%	-21%	-0.2	43	-2%	i	46	0%	8%	5.2%	0.2%
CC(C)CN(C(=O)COC(=O)C12CC3CC(CC(C3)C1)C2)c1c(N)n(Cc2ccccc2)c(=O)[nH]c1=O	0.9%[50 µM]	10%	9.2	54	9%	i	26	4%	5%	0.1%	x
CCOC(=O)C1CCN(C(=O)CCCCn2c(=O)[nH]c3ccccc3c2=O)CC1	0.2%	-5%	-0.7	77	-8%	i	12	-2%	-5%	4.0%	0.3%
O=C(C[C@H]1C/C=C\C[C@@H](Cc2ccc(F)cc2)C(=O)OC[C@@H](Cc2c[nH]c3ccccc23)NC1=O)NCCO	-0.4%	x	3.7	63	x	i	18	-7%	0%	x	x
C=CCN(CC=C)CCCOc1ccc(C)cc1OC	0.1%	-8%	-0.9	94	16%	i	59	-1%	14%	0.0%	-0.6%
